Source: PubChem BioAssay (several laboratories)
V-ATPase pHluor – regulators of yeast V-ATPase proton pumping, primary screen, pHLuorin cytosolic pH fluorescence; AID 504577, 2011; S. cerevisiae; actives 0.37% (n = 350,000); response, % at 10 µM; in the data active = response mostly above about 7.3%, no sharp cut-off; inactive = mostly below about 5.4%; also: actives read high; inactives centre near 0; some compounds called inactive have numbers as strong as hits; reference of the scale not given here
cardiac RTF act – cardiac RTF calcium sensitivity activators, primary screen, biochemical, IANBD-TnC fluorescence, EC20 calcium; actives 0.24% (n = 340,000); IANBD-labeled TnC RTF fluorescence at EC20 calcium; 0% EC20 calcium, 100% full calcium; Troponin I, cardiac muscle (Homo sapiens) + Troponin T, cardiac muscle (Homo sapiens) + …; activation, % at 7.2 µM;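 active = activation above the mean over all tested compounds plus 3 SD, cut at about 30% in these data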;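 also: rise in fluorescence read as greater calcium sensitivity of cardiac thin filaments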
MOR-DOR ag – agonists of OPRM1-OPRD1 heterodimerization, primary screen, cell-based, luminescence. Mu-type opioid receptor (Homo sapiens) + Delta-type opioid receptor (Homo sapiens), …. cells. activation, % at 9.3 µM. actives 0.3% (n = 340,000). AID 504326, 2011; in the data active = activation above about 18%;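 also: 0% = vehicle-treated cells and 100% = reference agonist; values of inactives mirror those of a sister screen read the other way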
Keap1-Nrf2 PPI – Keap1-Nrf2 protein-protein interaction inhibitors, primary screen, biochemical, fluorescence polarization, single point; Keap1 Kelch-Nrf2 peptide fluorescence polarization, 1536-well; AID 504523, 2011; inhibition, % at 9.4 µM; actives 0.15% (n = 340,000); in the data active = inhibition above about 12%;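 also: human Keap1 Kelch domain with fluorescein labeled Nrf2 9mer peptide probe; 0% = neutral control wells and 100% = peptide positive control; higher means more block of Keap1 binding to Nrf2 peptide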
Target sequence (Q14145 whole entry, looked up, the tested form may be a part): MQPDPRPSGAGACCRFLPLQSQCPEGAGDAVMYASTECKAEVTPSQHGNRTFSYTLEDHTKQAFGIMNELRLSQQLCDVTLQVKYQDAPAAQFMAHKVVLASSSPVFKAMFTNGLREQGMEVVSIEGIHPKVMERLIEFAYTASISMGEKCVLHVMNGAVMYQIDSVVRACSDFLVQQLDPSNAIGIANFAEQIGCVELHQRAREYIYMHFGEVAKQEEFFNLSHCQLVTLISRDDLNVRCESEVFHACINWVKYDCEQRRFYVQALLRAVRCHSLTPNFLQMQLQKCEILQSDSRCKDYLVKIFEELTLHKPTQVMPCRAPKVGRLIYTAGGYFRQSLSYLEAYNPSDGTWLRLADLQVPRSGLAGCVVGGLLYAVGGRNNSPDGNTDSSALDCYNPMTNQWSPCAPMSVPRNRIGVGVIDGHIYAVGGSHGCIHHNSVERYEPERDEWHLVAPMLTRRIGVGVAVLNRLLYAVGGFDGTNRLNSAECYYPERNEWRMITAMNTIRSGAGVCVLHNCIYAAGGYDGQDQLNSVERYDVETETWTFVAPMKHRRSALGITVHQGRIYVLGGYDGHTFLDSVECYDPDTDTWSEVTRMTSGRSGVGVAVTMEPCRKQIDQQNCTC
CAL-PDZ inh HTS – untagged CAL PDZ binding inhibitors, primary screen, biochemical, fluorescence polarization, HTS. purified CAL PDZ, TMR-peptide fluorescence polarization, 1 h. Golgi-associated PDZ and coiled-coil motif-containing protein (Homo sapiens), Q9HD26. AID 602252, 2012. actives 0.92% (n = 300,000). inhibition, % at 24.9 µM;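 active = mean inhibition of at least 30% with at least half of replicates also reaching 30%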;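 also: 0% = DMSO neutral control and 100% = excess unlabeled competitor peptide PRC23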
Cardiac RTF inh – cardiac RTF calcium sensitivity inhibitors, primary screen, biochemical, IANBD-TnC fluorescence, EC70 calcium. AID 493244, 2011. IANBD-labeled cardiac RTF, Ca2+ fluorescence. inhibition, % at 7.15 µM. actives 0.12% (n = 340,000);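 active = inhibition above the mean inhibition of all tested compounds plus 3 SD, cut at about 17% in these data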;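 also: assay run at fixed EC70 calcium of 1.6 mM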
C-LANA FP – inhibitors of KSHV C-LANA binding to DNA, primary screen, biochemical, fluorescence polarization, FAM-LBS DNA, MBP-C-LANA, single point. inhibition, % at 9 µM. actives 0.078% (n = 340,000). AID 504423, 2011. Kaposi's sarcoma herpesvirus LANA C-terminal domain (residues 932-1162) DNA binding;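 active = highest replicate inhibition at or above 60% at 9 µM, even if other replicates fall short; inactive = all replicates below 60% inhibition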;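 also: 0% = neutral control wells and 100% = 4 µM acridine orange control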
HTR5A ag ctr – HTR5A agonists in luminescence cell assay, primary screen, counter-screen for OPRM1-OPRD1 heterodimer agonist project, full-deck HTS; cell-based; 5-hydroxytryptamine receptor 5A (Homo sapiens), P47898; AID 504692, 2011; activation, % at 9.3 µM; actives 0.61% (n = 340,000); in the data active = activation mostly above about 9.5%, no sharp cut-off; inactive = mostly below about 7.6%;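 also: 0% = cells with vehicle only and 100% = reference agonist; strong numbers were not always called active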
Target sequence (P47898 whole entry, looked up): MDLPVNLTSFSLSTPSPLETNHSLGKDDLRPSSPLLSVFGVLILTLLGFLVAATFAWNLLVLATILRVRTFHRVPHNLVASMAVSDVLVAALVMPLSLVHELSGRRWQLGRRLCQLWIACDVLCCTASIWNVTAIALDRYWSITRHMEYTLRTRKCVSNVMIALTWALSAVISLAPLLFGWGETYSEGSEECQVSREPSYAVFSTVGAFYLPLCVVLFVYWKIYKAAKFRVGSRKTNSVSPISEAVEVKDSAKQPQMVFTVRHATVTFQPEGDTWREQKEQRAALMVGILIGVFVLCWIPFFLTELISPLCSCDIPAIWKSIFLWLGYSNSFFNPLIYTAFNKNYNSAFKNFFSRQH
MOR-DOR inv ag – inverse agonists of MOR-DOR heterodimerization, primary screen, cell-based, luminescence | Mu-type opioid receptor (Homo sapiens) + Delta-type opioid receptor (Homo sapiens), … | cell-based MOR-DOR heterodimer luminescence, inverse agonism | inhibition, % at 9.3 µM | actives 0.21% (n = 340,000) | AID 504357, 2011; in the data active = inhibition above about 22%, passing the limit was not always enough;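 also: 0% = cells with DMSO and 100% = wells without cells with DMSO; values of inactives mirror those of a sister screen read the other way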
HTR5A inv ctr – HTR5A inverse agonists in luminescence cell assay, primary screen, counter-screen for OPRM1-OPRD1 heterodimer inverse agonist project, full-deck HTS | HTR5A cell line, inverse agonism | inhibition, % at 9.3 µM | actives 0.083% (n = 340,000); in the data active = inhibition mostly above about 23%, no sharp cut-off; inactive = mostly below about 18%;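 also: 0% = cells with DMSO and 100% = no-cell wells with DMSO; some compounds called inactive have numbers as strong as hits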
Numbers without * were called inactive; / = not tested or not shown.

SMILES | V-ATPase pHluor | cardiac RTF act | MOR-DOR ag | Keap1-Nrf2 PPI | CAL-PDZ inh HTS | Cardiac RTF inh | C-LANA FP | HTR5A ag ctr | MOR-DOR inv ag | HTR5A inv ctr
O=C(/C=C/c1ccc(Cl)cc1Cl)c1nc2ccccc2[nH]1 | -4 | -3 | 2.8 | 0 | -3 | 11 | 1.2 | 1 | -17 | -15
O=C(NC1CC1)c1ccc2c(c1)ncn2C1CCCC1 | 1 | -4 | -2.6 | -6 | -2 | 0 | -0.1 | 3 | 15 | -12
Nn1cnnc1N/N=C/c1ccccc1C(F)(F)F | 1 | 1 | 1.3 | 0 | 3 | -4 | 0.4 | 5 | -6 | -19
Cc1nc(Cl)sc1C(=O)Nc1ccc(F)cc1 | 1 | 2 | -1.6 | -6 | -6 | -2 | 0.4 | -3 | 8 | 10
CC(C)(Oc1ccc(C2CC2(Cl)Cl)cc1)C(=O)O (stereo not drawn) | 5 | 3 | -1.3 | -3 | -1 | 11 | -0.4 | -2 | 7 | 7
COc1ccccc1NC(=S)NNC(=O)c1nn(C)cc1Cl | -1 | -1 | -3.3 | -2 | 4 | -11 | -1.1 | -4 | 19 | -24
Cc1cccc(C(=O)NNC(=O)c2ccc3ccccc3c2)c1 | -1 | -7 | -0.7 | -2 | -8 | 6 | 0.4 | -2 | 4 | 6
CCOC(=O)c1ccc2c(c1)n(CCCS(=O)(=O)[O-])c(/C=C/c1ccc(Cl)cc1)[n+]2CC | 0 | 6 | -1.6 | -2 | -4 | -6 | 0.4 | 3 | 8 | -9
CCOc1ccc(OCC(=O)N2CCC3(CC2)CC(=O)c2ccccc2O3)cc1 | 0 | -8 | 0.1 | 2 | -4 | 3 | 0.4 | -1 | 0 | 10
CCOC(=O)c1[nH]c(=O)[nH]c1CSc1ccccn1 | -2 | 4 | -1.3 | -2 | -2 | -11 | -0.1 | -6 | 6 | 15
CC(=O)c1cccc(NC(=O)COC(=O)c2n[nH]c3ccccc23)c1 | 0 | -1 | -2.5 | -1 | 0 | -9 | 1.0 | 2 | 12 | -5
CCN(CC(=O)NCc1ccncc1)S(=O)(=O)c1ccc(OC)cc1 | 1 | -2 | -1.4 | -2 | 11 | -13 | -1.4 | 5 | 7 | 14
Cc1ccc(Nc2nnc(C3C(=O)N(C)C4(C)CC3c3cc(Br)ccc3O4)s2)cc1 (stereo not drawn) | -1 | 0 | 0.9 | -3 | 0 | -8 | -0.9 | 4 | -6 | -11
C#CCOc1c(Br)cc(/C=C2/C(=O)ON=C2C)cc1OC | 1 | 1 | -3.4 | 3 | 2 | -3 | 0.9 | -3 | 16 | 10
CC(Sc1nnc(CNC(=O)c2ccco2)n1C)C(=O)Nc1nccs1 (stereo not drawn) | -1 | -7 | -1.7 | 1 | 0 | -1 | 0.7 | 4 | 11 | -11
O=C(COC(=O)/C=C/c1ccc(S(=O)(=O)N2CCOCC2)cc1)NCc1ccc2c(c1)OCO2 | 0 | -4 | -2.0 | 1 | -5 | 0 | -3.4 | 1 | 10 | -4
N/C(=N/OC(=O)c1ccccc1Cl)c1nonc1N | -2 | -3 | -1.1 | -1 | 2 | -4 | -0.4 | 0 | 6 | -18
O=C(COc1cccc(F)c1)Nc1ccc2[nH]c(=O)[nH]c2c1 | 4 | -3 | -2.2 | -4 | -3 | -6 | -0.5 | 7 | 11 | -2
Cc1cccc(C)c1NC(=O)N1CCC(C(=O)c2ccc(F)cc2)CC1 | -5 | -2 | -3.3 | -4 | -4 | -11 | -0.9 | 10 | 18 | -29
Cc1ccc(/C=N/NC(=O)c2cccnc2)o1 | -1 | 5 | -0.4 | 0 | 0 | 2 | 0.6 | -3 | 2 | -15
Cc1ncc(CN2CCCC(C(=O)Nc3ccc(-c4cscn4)cc3)C2)cn1 (stereo not drawn) | 1 | 0 | -0.6 | -1 | -2 | -2 | -0.4 | 2 | 4 | -7
CCc1ccc(NC(=O)C(C)Sc2nc(-c3ccco3)c(C#N)c(=O)[nH]2)cc1 (stereo not drawn) | -3 | 5 | 0.1 | -5 | -4 | -10 | 1.7 | -2 | -1 | 6
CCc1ccccc1N/N=C(/C)c1c(O)cc(C)oc1=O | 0 | 6 | -0.2 | -8 | -5 | -7 | 1.8 | 0 | 1 | 1
Cc1c(NC(=O)C(C)OC(=O)C23CC4CC(CC(Br)(C4)C2)C3)c(=O)n(-c2ccccc2)n1C (stereo not drawn) | 5 | 19 | -0.5 | -3 | / | -14 | 3.5 | -3 | 2 | 3
CCOc1ccc(NC(=O)c2ccc(CNc3c(N4CCCC4)c(=O)c3=O)cc2)cc1 | 2 | -2 | -2.6 | 0 | / | -8 | -0.4 | 8 | 13 | 4
Additional structures follow:
SMILES | V-ATPase pHluor | cardiac RTF act | MOR-DOR ag | Keap1-Nrf2 PPI | CAL-PDZ inh HTS | Cardiac RTF inh | C-LANA FP | HTR5A ag ctr | MOR-DOR inv ag | HTR5A inv ctr
COc1ccccc1N1CC(C(=O)OCC(=O)c2ccc(F)cc2)CC1=O (stereo not drawn) | 1 | -1 | -3.9 | 3 | / | 0 | 0.0 | 3 | 20 | -1
COc1ccc(CN2C(=O)c3c(c(C)n(C)c3C)C2C(=O)NC2CCC(C)CC2)cc1 (stereo not drawn) | 6 | 4 | -2.0 | -6 | -4 | -8 | -0.3 | 3 | 10 | -9
COc1ccc(S(=O)(=O)N(CC(=O)Nc2ccc3c(c2)OCO3)c2ccccc2OC)cc1 | 2 | 1 | 0.7 | 0 | -2 | 2 | -2.8 | 3 | -4 | -9
COc1ccccc1-n1c(=S)[nH]c2c(sc(=S)n2-c2ccc(C)cc2C)c1=O | 2 | 4 | -0.5 | -5 | -2 | -4 | -3.2 | -2 | 2 | 5
O=[N+]([O-])c1ccc(Cl)cc1Sc1cccc2cccnc12 | -2 | -5 | -2.2 | -2 | -3 | -3 | -0.1 | -8 | 13 | 21
NC(=O)C1CCN(c2nc(-c3ccccc3C(F)(F)F)cs2)CC1 | 0 | 3 | -2.1 | 1 | 0 | 6 | -0.2 | 7 | 12 | -9
O=S(=O)(NCCSCc1c(Cl)cccc1Cl)c1ccc2c(c1)OCCO2 | 7 | 6 | 6.6 | -3 | -4 | -6 | 0.3 | 0 | -32 | -9
Cc1nc(SCc2ccc(F)cc2)c2oc3ccccc3c2n1 | -2 | 2 | -0.5 | -4 | / | -8 | -0.9 | -3 | 3 | -27
CS(=O)(=O)NN1C(=O)c2ccccc2NC1c1ccccc1 (stereo not drawn) | 3 | 3 | -0.1 | -2 | 1 | 4 | -4.5 | 1 | 1 | -2
Cc1nnc(NC(=O)C2CCCO2)s1 (stereo not drawn) | -1 | 0 | -2.3 | -3 | 0 | -2 | 0.2 | 6 | 12 | -12
CCNc1nc(SCc2ccccc2)nc(N2CCOCC2)n1 | 0 | 3 | -0.8 | 0 | 10 | -5 | 0.2 | 3 | 3 | -16
O=C(NCCc1ccccc1F)C1CC(=O)N(c2ccccc2)C1 (stereo not drawn) | 1 | 3 | -3.9 | -5 | 6 | 0 | -0.3 | -6 | 16 | 14
CC1CCCCC1NC(=O)c1cc2c(=O)n3ccccc3nc2n1C (stereo not drawn) | 0 | 4 | -0.6 | 2 | -2 | -12 | 1.2 | -1 | 3 | 3
CCn1c(CNC(=O)c2ccccc2F)nnc1SCC(=O)NC1CCCCC1C (stereo not drawn) | -4 | 4 | -0.3 | -3 | -8 | -18 | -0.5 | -2 | 3 | 6
O=C(C[C@H]1C[C@H](C(=O)N2CCOCC2)[C@@]2(CCC3CCCC3)c3[nH]c4ccc(Cl)cc4c3CCN2C1=O)NCC12CC3CC(CC(C3)C1)C2 | 2 | 1 | -3.0 | 5 | 3 | -2 | -0.2 | 2 | 15 | -6
O=C(NCc1ccc(F)cc1)C(c1ccccc1)N(C(=O)c1csnn1)c1ccccc1 (stereo not drawn) | -2 | 4 | -0.6 | -5 | -3 | -2 | 2.2 | -2 | 3 | 6
O=C1c2ccccc2C(Nc2ccc(Cl)cc2)N1CCN1CCOCC1 (stereo not drawn) | -4 | -4 | -0.1 | 0 | -1 | -6 | -2.0 | -1 | 1 | -19
CN(C(=O)c1cccc(COc2ccc(Cl)cc2Cl)c1)c1ccccc1 | 3 | -2 | 5.1 | -5 | -2 | 3 | 0.8 | 6 | -27 | 8
O=C1c2c(Br)c(Br)c(Br)c(Br)c2C(=O)N1c1ccccn1 | 1 | 1 | -2.9 | -2 | -4 | -1 | -3.0 | -2 | 14 | 6
O=C(Cn1cnc([N+](=O)[O-])c1)c1ccc(F)cc1 | 1 | -1 | -0.7 | -3 | 0 | -2 | 1.5 | 2 | 4 | 9
Cc1cc(OCC(=O)NC(C)c2ccccc2)ccc1[N+](=O)[O-] (stereo not drawn) | 3 | -7 | -3.5 | 0 | 0 | 12 | -0.5 | 2 | 17 | 4
COc1ccc(-c2nc(C#N)c(N3CCOCC3)o2)cc1OC | -3 | 0 | -1.5 | 2 | -4 | -18 | -0.8 | -1 | 8 | 3
O=C(CSc1ccc(F)cc1)NCCSc1ccccc1 | 4 | 2 | -1.1 | -6 | -3 | 1 | 0.5 | -1 | 5 | -23
CC(OC(=O)c1cccc(S(=O)(=O)Nc2ccccc2F)c1)C(=O)NCc1ccc2c(c1)OCO2 (stereo not drawn) | -1 | 4 | -0.6 | -1 | 0 | -12 | 0.7 | -4 | 3 | 16
CCN1CCN(C(c2ccc(F)cc2)c2nnnn2Cc2cccs2)CC1 (stereo not drawn) | -1 | 5 | -1.8 | 4 | 3 | -12 | -0.2 | -1 | 9 | 11
Cc1ccc2nc(-c3ccccc3)cc(C(=O)NCCCn3ccnc3)c2c1 | 0 | 1 | -1.6 | 3 | -3 | 0 | -2.6 | 3 | 9 | -10
O=C(C1=C[C@H](C2CC2)C[C@H](OCc2ccc(CO)cc2)O1)N1CCOCC1 | -1 | -2 | -1.7 | -1 | -3 | 9 | -0.7 | -1 | 9 | -12
CCOC(=O)c1sc2nc(C3CC3)cc(-c3ccc(OC)cc3)c2c1N | -4 | 3 | 0.1 | -7 | -1 | 0 | -3.0 | 1 | -1 | -25

Just MOR-DOR inv ag, HTR5A ag ctr and Cardiac RTF inh, for some of the entries so far:
canonical_smiles | MOR-DOR inv ag | HTR5A ag ctr | Cardiac RTF inh
NC(=O)C1CCN(c2nc(-c3ccccc3C(F)(F)F)cs2)CC1 | 12 | 7 | 6
O=S(=O)(NCCSCc1c(Cl)cccc1Cl)c1ccc2c(c1)OCCO2 | -32 | 0 | -6

Outcome played no part in choosing rows; 2.8% or so of the library scored in one or more.
